TRb SRC2 PPI: disrupts binding of human TR beta to SRC2 | Potency, µM (series often up to 106 µM), for the others: at the top dose activity change, negative = inhibition, hits mostly inhibitors | TRbeta-SRC2 peptide binding, fluorescence polarization; receptor liganded with 1 µM T3 | AID 1469 | 280,000 compounds, 0.065% hits;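 note: potency is the fitted concentration of half-maximal effect; plate controls were bound peptide for no effect and peptide without receptor for full effect; nearly all actives have a fitted effect of over 50% in size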
Target sequence (P10828 whole entry, looked up): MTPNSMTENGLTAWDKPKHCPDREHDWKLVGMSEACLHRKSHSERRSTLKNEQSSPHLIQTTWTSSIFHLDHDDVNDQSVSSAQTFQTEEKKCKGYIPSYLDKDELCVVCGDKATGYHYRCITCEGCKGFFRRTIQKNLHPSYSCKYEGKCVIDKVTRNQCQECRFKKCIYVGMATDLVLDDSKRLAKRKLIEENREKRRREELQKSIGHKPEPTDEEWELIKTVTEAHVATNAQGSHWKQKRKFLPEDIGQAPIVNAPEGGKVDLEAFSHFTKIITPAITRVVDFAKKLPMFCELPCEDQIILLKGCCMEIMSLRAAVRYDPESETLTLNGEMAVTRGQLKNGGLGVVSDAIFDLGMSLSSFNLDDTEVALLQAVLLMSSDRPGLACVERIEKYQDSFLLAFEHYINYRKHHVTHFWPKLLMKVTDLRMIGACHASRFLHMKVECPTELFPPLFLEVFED
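Human TRb LBD (0.6 uM) plus Texas Red-labeled SRC2 peptide (20 nM), 1uM T3, 5% DMSO, 5 hr at ambient temperature. Decreased polarization (555/632 nm) flags inhibition; data normalized to free and bound peptide controls.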
TR SRC2 fluor cs: Texas Red fluorescence interference in TRb-SRC2 counter-screen; TRb/SRC2 Texas Red total fluorescence interference; Potency, µM (doses to about 106 µM), without a hit: at the highest dose fluorescence change, negative = quenching; 280,000 compounds, 0.29% hits; AID 1479; active = well fitted curve in either direction with a large enough effect; inconclusive = small, poorly fitted or top-dose-only effect; note: potency is the fitted concentration of half-maximal effect; % is set by controls: 0 for no effect and ±100 for the full control effect
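Human TRβ ligand-binding domain (0.6 uM) and Texas Red SRC2 peptide (20 nM) in Tris buffer with 1 uM T3 and 5% DMSO were incubated with pinned compound for 5 hr at ambient temperature. Total fluorescence was computed as S + 2P (555/632 nm).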
Tau FP inhib: tau fibrillization inhibition (FP); P10636; K18 P301L tau heparin fibrillization, Alexa594 FP, 6 h; Potency, µM (series often up to 57.7 µM), for the others: at the highest dose activity, negative = inhibition, usual class: inhibitors; 280,000 compounds, 0.39% hits; note: potency is the fitted concentration of half-maximal effect; % is set by controls: 0 for no effect and ±100 for the full control effect; nearly all actives have a fitted effect of over 55% in size
Target sequence (P10636 561-689 P618L limits assumed): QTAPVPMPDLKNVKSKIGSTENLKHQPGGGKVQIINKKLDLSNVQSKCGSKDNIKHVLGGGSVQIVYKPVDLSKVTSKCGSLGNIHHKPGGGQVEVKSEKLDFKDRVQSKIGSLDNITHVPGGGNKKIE
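Steps: dispense K18 P301L tau (15 uM plus 0.24 uM Alexa 594 tracer, final) in pH 7 sodium acetate; add compound; add heparin (20 uM final); incubate 6 hr, 37 C; add ThT (30 uM final); after 1 hr ambient, read FP.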
CBFb RUNX1 block: blocks binding between human CBF-beta and RUNX1; AlphaScreen CBFb-His/RUNX1-biotin binding, biochemical; Q01196+Q13951; 230,000 tested, under 10 active; AID 1477; Potency, µM (highest dose often 59.8 µM), without a hit: top-dose activity, negative = inhibition, usual class: inhibitors; note: % of control where 0% means no effect
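His-tagged CBF-beta and biotinylated RUNX1 (30 nM each) were premixed 20 min at room temperature, exposed to compound for 15 min, then given nickel-chelate and streptavidin AlphaScreen beads (50 ng each). After 90 min, AlphaScreen signal was read.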
aGal spleen mod: alpha-galactosidase A (human) modulation. 240,000 compounds, 0.008% hits. P06280. Potency, µM (series often up to 80 µM), for inactives: at the highest dose activity change, negative = inhibition, most hits filed as inhibitors. human spleen homogenate, 4MU-alpha-Gal fluorescence, 40 min;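 note: potency is the fitted concentration of half-maximal effect; 0% = enzyme with vehicle and -100% = no enzyme basal signal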
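Human spleen homogenate (1 ug) as enzyme source, 4-methylumbelliferyl-alpha-D-galactopyranoside 1 mM final, citrate/phosphate pH 5.0 with 0.01% Tween-20. Compounds 40 min at 37C, NaOH/glycine stop; fluorescence Ex 365/Em 440, Hill-fit AC50.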
Epigenetic derep: regulators of epigenetic silencing causing reporter derepression in mouse cells | Potency, µM (top dose mostly 53.9 µM), for the others: top-dose GFP activation, actives largely listed as activators | murine LDR cells, GFP reporter derepression, 30 h | 280,000 compounds, 0.2% hits; note: potency is the fitted concentration of half-maximal effect; % of control where 0% means no effect; nearly all actives have a fitted effect of over 60% in size
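GFP-positive cell count by laser-scanning cytometry (objects 20–120 um) after 30 h, 37 C compound exposure of murine LDR cells; reporter is CMV-GFP integrated at a silenced locus, inducible by HDAC or DNMT inhibitors.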
Tau fluor counter: counter-screen for tau fibril formation inhibitors | tau K18 P301L (four-repeat tau fragment) Alexa594 fluorescence, heparin fibrillization | Potency, µM (series often up to 57.7 µM), inactives show top-dose activity change, negative = decrease | 280,000 compounds, 0.93% hits; note: potency is the fitted concentration of half-maximal effect; % is set by controls: 0 for no effect and ±100 for the full control effect; nearly all actives have a fitted effect of over 55% in size
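Human K18 P301L tau (15 uM unlabeled plus 0.24 uM Alexa 594-labeled, final) in 100 mM sodium acetate pH 7 was mixed with compound and 20 uM heparin and incubated 6 hr at 37 C.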
NPSR antag: neuropeptide S receptor (human) antagonism, cAMP; Q6W5P4; CHO-NPSR cells, cAMP TR-FRET, antagonist mode; Potency, µM (titrated, usually from 38.3 µM), for inactives: at the top dose activity change, negative = inhibition, hits mostly inhibitors; 220,000 compounds, 1% hits; note: potency is the fitted concentration of half-maximal effect; % is set by controls: 0 for no effect and ±100 for the full control effect; nearly all actives have a fitted effect of over 50% in size; many of its hits are not listed in these tables
Target sequence (Q6W5P4 whole entry, looked up): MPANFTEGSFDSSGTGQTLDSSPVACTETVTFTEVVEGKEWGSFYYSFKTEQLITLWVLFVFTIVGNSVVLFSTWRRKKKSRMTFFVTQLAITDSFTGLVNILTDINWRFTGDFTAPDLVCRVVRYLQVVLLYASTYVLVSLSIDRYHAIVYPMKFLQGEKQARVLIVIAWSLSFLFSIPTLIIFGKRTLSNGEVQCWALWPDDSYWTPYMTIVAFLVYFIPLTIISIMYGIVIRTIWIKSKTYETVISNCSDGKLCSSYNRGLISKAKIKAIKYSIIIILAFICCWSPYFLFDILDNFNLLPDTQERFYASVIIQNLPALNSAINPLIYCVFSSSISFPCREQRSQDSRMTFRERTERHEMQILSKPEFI
Active calls of the source: *; ? = inconclusive; / = no result given; [ ] = another dose, or the depositor's remark. Unless noted, calls come from the whole dose curve; as a rule, active = well fitted curve in the direction sought with a large enough effect; inconclusive = small, poorly fitted or top-dose-only effect, or another doubt; inactive = no such curve, though single readings can be large; an effect the other way counts as inactive or inconclusive. An excerpt; the hit share may differ from the screen's.

# | SMILES | aGal spleen mod | CBFb RUNX1 block | Tau FP inhib | NPSR antag | TRb SRC2 PPI | Epigenetic derep | TR SRC2 fluor cs | Tau fluor counter
1 | Fc1cccc(CSc2ncnc3c2oc2ccccc23)c1 | -2% | 5% | -12% | ? | 6% | 0.0% | 0% | -17%
2 | CCOc1cccc(NC(=O)C2CC(=O)N(C)C(=Nc3ccc(F)cc3)S2)c1 (stereo not given) | / | / | ? | / | 4% | 1.5% | -3% | ?
3 | COC(=O)c1ccc(CN2CCN(CC=C(C)C)C(CCO)C2)cc1 (stereo not given) | 3% | 5% | -7%[2.34 µM] | -10% | -9% | -0.1% | -2% | 9%[2.34 µM]
4 | CCCCC(=O)Nc1ccc(NC(=S)NC(=O)CC)cc1OC | 5% | 0% | -1% | 1% | 4% | 0.0% | -4% | -10%
5 | COCc1cc(C(C)=O)ccc1OC | 9% | 2% | -3% | 7%[46.1 µM] | -7% | 0.0% | -3% | -4%
6 | CCC1(C)Cc2c(sc3nnn(Cc4ccccc4Cl)c(=O)c23)CO1 (stereo not given) | 10% | 9% | 2% | -26%[46.1 µM] | 0% | 0.0% | -1% | -17%
7 | COc1cccc(CN(C)C(=O)c2csc3c2CCCC3)c1OC | -14% | 10% | 1% | -18% | 1% | -0.2% | -1% | -3%
8 | CCc1ccc(NC(=O)COCc2cc(-c3ccc(F)cc3)on2)cc1 | / | / | -14% | / | 3% | -1.1% | -2% | -19%
9 | NC(=O)N/N=C/c1c(Sc2nnnn2-c2ccccc2)nc2ccccn2c1=O | -12% | -4% | ? | 28% | -5% | 2.5% | -2% | -20%
10 | O=C(CSc1nc(-c2ccco2)cc(C(F)(F)F)n1)N1CCCc2ccccc21 | 6% | -1% | -12% | ? | -1% | -1.0% | -4% | -12%
11 | O=Cc1c(N2CCCCC2)nc2ccccn2c1=O | -17% | 5% | 4% | -10% | -6% | 1.8% | 1% | -5%
12 | Cc1ccc(C)n1NC(=O)c1ccccc1Cl | -1% | -8% | -5% | -17%[46.1 µM] | -4% | -1.1% | -2% | -7%
13 | O=C(Nc1cccc(C(F)(F)F)c1)N1CC2CCCN2c2ccccc21 (stereo not given) | / | / | 1% | / | -5% | -0.2% | 2% | -27%
14 | N#C/C(=C\c1ccccc1)c1ccccn1 | 1% | -3% | 10% | 4% | -3% | -2.6% | -2% | 1%
15 | CC(C)(Oc1ccc(Cl)cc1)C(=O)OCn1nnc2ccccc2c1=O | -5% | 16% | -5% | -12%[46.1 µM] | -20% | -0.8% | 1% | -10%
16 | CCOc1ccc(-n2c(-c3ccccc3)c(C)n3c4c(=O)n(C)c(=O)n(C)c4nc23)cc1 | / | / | -5% | / | -2% | 2.2% | -5% | -6%
17 | COc1ccc2c(c1OC)C(=O)N1N=C(c3ccccc3)CC21 (stereo not given) | -2% | 7% | 1% | -1%[46.1 µM] | -4% | 2.0% | -4% | -10%
18 | CN(C)/N=C/c1cc(Cl)cc([N+](=O)[O-])c1O | -12% | -23% | -1% | -1% | 0% | -3.0% | -1% | -11%
19 | CC(C)OCCCNC(=O)C(C)Oc1ccccc1 (stereo not given) | 19% | 1% | 2% | -8%[46.1 µM] | -4% | -0.7% | -1% | -6%
20 | CCOC(=O)c1ccccc1NC(=O)COC | 0% | 10% | -1% | -7%[46.1 µM] | 1% | 3.4% | 1% | -4%
21 | COc1ccc(OC)c(/C=N/NC(=O)C(=O)NCc2cccnc2)c1 | -4% | 3% | 4% | 23% | 2% | 0.0% | -5% | -13%
22 | CSc1ccc(CCNC(=O)C2=C(C)C(=O)OC23CCCCC3)cc1 | / | / | 3% | / | -10% | -1.1% | -3% | 3%
23 | O=C(CN1C(=O)NC(CCc2ccccc2)C1=O)NC1CC1 (stereo not given) | -12% | 3% | 0% | 13% | 5% | -5.1% | -1% | 8%
24 | CCCCNC(=O)c1ccc2c(c1)NC(=O)C(C(C)C)N2 (stereo not given) | / | / | -8% | / | -28%[53 µM] | -1.8% | 0.056µM*[quencher] | -7%
25 | Cc1cc(N2CCC(C)CC2)c(F)cc1[N+](=O)[O-] | 5% | 10% | -6% | -6%[46.1 µM] | 2% | -12% | 0% | -9%
26 | CCOC(=O)C1(Cc2ccc(O)cc2)NC(c2ccccc2F)C2C(=O)N(C)C(=O)C21 (stereo not given) | -11% | 6% | -1% | -28%[46.1 µM] | 4% | 1.6% | -5% | -5%
27 | CCOC(=O)CSc1nc(C2CC2)cc(-c2ccc(F)cc2)c1C#N | -11% | ? | -6% | ? | 3% | -0.9% | -1% | -20%
28 | COc1ccc(C2=NO[C@@H]3C(=O)N(Cc4ccccc4)C(=O)[C@H]23)c(OC)c1 | -4% | 9% | -18% | 8% | -1% | 5.2% | 0% | -17%
29 | CC(=O)Nc1ccc(Nc2ccc(S(=O)(=O)C(F)(F)F)cc2[N+](=O)[O-])cc1 | 0% | 3% | 13% | ? | -3% | -0.9% | -5% | ?
30 | CCN1CCN(CC(O)COc2ccc(Cl)cc2)CC1 (stereo not given) | -6% | 5% | -1% | 10%[46.1 µM] | -12% | -1.0% | -2% | -6%
31 | Cn1cc(Cl)c(C(=O)Nc2cnn(Cc3ccc(F)cc3)c2)n1 | -4% | 9% | -10% | 2% | 5% | -1.0% | -3% | -12%
32 | O=C(Cn1nc(-c2ccccc2)c2ccccc2c1=O)Nc1cccnc1 | -3% | -1% | -9% | -1%[46.1 µM] | -4% | 0.0% | -2% | -15%
33 | O=C(CCC(=O)N1CCOc2ccccc21)NCc1cccs1 | / | / | ? | / | 2% | -5.8% | 2% | 10%
34 | c1ccc(CN2CCN(c3nc4ccccc4c4ccccc34)CC2)cc1 | 5% | -1% | -11% | -9%[46.1 µM] | -6% | -11% | -1% | -24%
35 | CCOC(=O)C1=C(C)NC(SCC(=O)O)=C(C#N)C1c1ccco1 (stereo not given) | -6% | 0% | -11% | -4%[46.1 µM] | 1% | -1.0% | -4% | -5%
36 | C(=C\c1ccco1)/c1ccc2ccccc2n1 | 9% | ? | ? | 13% | -3% | ? | -8% | -22%
37 | Cc1cc(C)cc(NC(=O)N2CCC3(CC2)Oc2ccccc2C(=O)N3Cc2ccccc2F)c1 | / | / | -1% | / | 3% | 0.0% | -19% | -22%
38 | COc1ccccc1NC(=O)CC(NC1CCCCC1)C(=O)O (stereo not given) | -19% | 0% | -1% | 29% | 9% | -1.0% | -3% | -5%
39 | Cc1cc(C)n(-c2ncc3c(n2)N(C)CCOC3=O)n1 | -1% | -10% | -2% | 7% | -5% | 2.3% | -1% | 2%
40 | COc1ccc(NC(=O)Cc2ccc(NC(=O)N3CCCCc4ccccc43)cc2)c(OC)c1 | / | / | 4% | / | 1% | 0.0% | 4% | -7%
41 | COC(Cc1n[nH]c(=S)n1-c1ccccc1)OC | 1% | 10% | -1% | -6%[46.1 µM] | -2% | -1.0% | -2% | 1%
42 | C=CCn1c(C(CC)CC)nc2ccccc21 | -3% | 8% | -2% | 14% | -2% | 2.3% | 0% | 5%
43 | CC1(C)CC(=O)C2=C(C1)N1CCCCC1CC2=O (stereo not given) | -10% | -2% | ? | 3%[46.1 µM] | -19% | 1.4% | 3% | 5%
44 | CCn1cc(CN2N=C(C)CC2c2ccccc2)c(C)n1 (stereo not given) | -3% | -1% | -6% | 4% | 6% | -1.3% | -5% | 6%
45 | O=C(COc1cccc2ccccc12)Nc1cc(S(=O)(=O)N2CCOCC2)ccc1N1CCOCC1 | 2% | -12% | 12% | -46% | -1% | -0.5% | -5% | -24%
46 | COc1ccc(/C(O)=C2/C(=O)C(=O)N(CCN(C)C)C2c2cccnc2)cc1OC (stereo not given) | -1% | 0% | -4% | 3% | -9% | -1.2% | -2% | 6%
47 | CCOc1cc2c(cc1OCC)C(c1ccc(OC)c(OC)c1)N(c1ccc(C(=O)O)cc1)C(=O)C2 (stereo not given) | 0% | -1% | 1% | 8% | -7% | 0.9% | 0% | 0%
48 | O=[N+]([O-])c1ccccc1Oc1ccc(Cl)c2cccnc12 | 0% | -22% | 4% | -42% | -2% | -2.2% | 0% | -18%
49 | CC1(C)Cc2nc(Cl)c(C#N)cc2CO1 | -1% | -5% | 0% | 7% | 5% | 1.1% | -3% | 14%
50 | CC1=CC(C)C(C(=O)O)C(C(=O)Nc2cccnc2)C1 (stereo not given) | 1% | 10% | 3% | 8% | 7% | -2.3% | -1% | 9%
51 | COc1ccc(-c2nnc3n2N=C(c2ccccc2)CS3)cc1OC | 10% | 2% | 0% | -1%[46.1 µM] | -7% | 0.0% | 1% | -1%
52 | CCCCCC(C)n1[nH]c(=O)cc1N (stereo not given) | -9% | -7% | 3% | 0%[46.1 µM] | -1% | 0.7% | -6% | -5%
53 | CCC(C)(C)n1nnnc1C(C(C)C)N(Cc1cccnc1)Cc1ccco1 (stereo not given) | 5% | -6% | 4% | -50% | -1% | 0.0% | -7% | -4%
54 | NC(=O)CSc1ccc(Br)cc1 | 0% | 7% | 4% | -4%[46.1 µM] | 0% | -1.1% | 0% | 7%
55 | COc1ccc(N(CC(=O)NCCSC2CCCCC2)S(C)(=O)=O)c(OC)c1 | -4% | 0% | 0% | 6%[46.1 µM] | 1% | -0.1% | -4% | -8%
56 | O=C(COc1ccccc1Cl)Nc1cc(Cl)ccc1O | -1% | 4% | -2% | -2% | 7% | -1.1% | -2% | 7%

Complete entries as entered above. Values in the order: aGal spleen mod	CBFb RUNX1 block	Tau FP inhib	NPSR antag	TRb SRC2 PPI	Epigenetic derep	TR SRC2 fluor cs	Tau fluor counter
`O=C(COc1cccc2ccccc12)Nc1cc(S(=O)(=O)N2CCOCC2)ccc1N1CCOCC1` in the list: 2%	-12%	12%	-46%	-1%	-0.5%	-5%	-24%
`COc1ccc(N(CC(=O)NCCSC2CCCCC2)S(C)(=O)=O)c(OC)c1` in the list: -4%	0%	0%	6%[46.1 µM]	1%	-0.1%	-4%	-8%

From PubChem
